# Large T inhibition: SV40 large T antigen inhibitors, biochemical (AID 1903) | SV40 large T antigen ATPase/helicase inhibition assay; higher % means a stronger effect | inhibition, % at 20 µM, or IC50 in µM where a hit was titrated | actives 0.39% (n = 310,000); in the data active means a potency from the dose series; inconclusive means inhibition mostly from about 32% at the one dose, without a potency; inactive means the rest, 99 in 100 with inhibition below about 32%; further: strong numbers were not always called active
# Hep lipid drop: inhibitors of hepatocyte lipid droplet formation, primary screen, imaging, high-throughput imaging, BODIPY stain; AML12 mouse hepatocytes, oleate lipid droplets; inhibition, % at 6.5 µM; actives 0.4% (n = 240,000);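 active means lipid droplet intensity inhibited by at least 50%, with more than 500 cells counted; inconclusive means wells with under 300 cells, treated as cytotoxic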
#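 Test system: AML12 mouse liver cells; schedule: overnight exposure; technique: high-content imaging of BODIPY-stained droplets and DAPI nuclei; read-out: % inhibition of corrected integrated BODIPY droplet signal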
# GPR55 beta-arrestin: GPR55 agonists via beta-arrestin recruitment, primary screen, imaging, U2OS cells, beta-arrestin-GFP redistribution (AID 1961) | G-protein coupled receptor 55 (Homo sapiens) | U2OS GPR55 beta-arrestin-GFP redistribution imaging; higher % means a stronger effect | activation, % at 10 µM, or EC50 in µM where a hit was titrated | actives 0.048% (n = 290,000);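 active means activation above 40% with more than 50 cells counted in the well; inconclusive means wells holding fewer than 50 cells, flagged as toxic or sparse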;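 further: U2OS osteosarcoma cells stably expressing GPR55 and beta-arrestin-GFP; plate controls were DMSO negative control for no effect and LPI positive control for full effect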
# GPR35 arrestin U2OS: GPR35 antagonists blocking zaprinast-driven arrestin recruitment, primary screen, imaging, U2OS, beta-arrestin-GFP, zaprinast agonist (AID 2058); G-protein coupled receptor 35 (Homo sapiens); U2OS GPR35 beta-arrestin-GFP translocation imaging, zaprinast antagonism; higher % means a stronger effect; inhibition, % at 10 µM, or IC50 in µM where a hit was titrated; actives 0.052% (n = 290,000);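 active means inhibition of at least 50% with at least 30 cells and total cytoplasm GFP at most 10,000,000; inconclusive means under 30 cells or total GFP of 10,000,000 plus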
# NTR1 agonist: agonists of NTR1, primary screen, imaging, U2OS cells, beta-arrestin-GFP, high content (AID 493036) | Neurotensin receptor type 1 (Homo sapiens), P30989 | NTR1-U2OS beta-arrestin-GFP spot imaging, agonist mode | activation, % at 20 µM | actives 0.17% (n = 330,000);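 active means activation at or above 40% of the spot to cytoplasm intensity ratio, with at least 20 cells analyzed; inconclusive means wells under 20 cells, flagged as cytotoxic or low count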;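 further: 0% = DMSO without peptide and 100% = 100 nM NTR1 peptide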
# Target sequence (P30989 whole entry, looked up): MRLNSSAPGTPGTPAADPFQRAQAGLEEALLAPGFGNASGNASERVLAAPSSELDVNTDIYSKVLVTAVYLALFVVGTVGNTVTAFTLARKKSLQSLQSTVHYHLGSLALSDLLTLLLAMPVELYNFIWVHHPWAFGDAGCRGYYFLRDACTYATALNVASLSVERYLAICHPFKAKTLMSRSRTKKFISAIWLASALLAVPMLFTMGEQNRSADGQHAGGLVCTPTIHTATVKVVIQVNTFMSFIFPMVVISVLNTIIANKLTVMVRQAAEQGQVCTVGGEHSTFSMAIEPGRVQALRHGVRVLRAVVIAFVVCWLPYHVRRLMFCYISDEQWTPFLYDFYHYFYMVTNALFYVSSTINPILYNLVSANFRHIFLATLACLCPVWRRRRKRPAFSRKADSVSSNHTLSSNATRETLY
# GPR55 antagonists: GPR55 antagonists blocking LPI-driven arrestin recruitment, primary screen, imaging, U2OS, beta-arrestin-GFP, LPI agonist (AID 2013); G-protein coupled receptor 55 (Homo sapiens); U2OS GPR55 beta-arrestin-GFP translocation imaging, LPI antagonism; higher % means a stronger effect; inhibition, % at 10 µM; hits with a dose series show IC50 in µM; actives 0.13% (n = 290,000);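 active means spots per cell inhibited over 60%, with over 100 cells counted and total cytoplasm intensity under 500,000; inconclusive means wells with under 100 cells, flagged as likely toxic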;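 further: U2OS cells stably carrying GPR55 and arrestin-GFP stimulated by 5 µM LPI near EC80; imaged beta-arrestin-GFP aggregate spots per cell after agonist stimulation; plate controls were LPI-stimulated DMSO wells for no effect and DMSO wells without LPI for full effect; some results filed as inactive read as strong as hits; confirmed hits need IC50 under 10 µM and bright autofluorescent wells are also inconclusive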
# Rac1 GTP hydrolysis: MgcRacGAP GTPase-activating activity inhibitors, confirmation, biochemical, ADP Hunter fluorescence. Rac GTPase-activating protein 1 (Homo sapiens). inhibition, % at 30 µM; hits with a dose series show IC50 in µM. actives 0.6% (n = 340,000). MgcRacGAP-stimulated Rac1 GTP hydrolysis, ADP Hunter fluorescence; higher % means a stronger effect; GST-tagged Rac1 F28L mutant substrate;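 active means first-screen hits whose inhibition reached a set limit at any dose in the follow-up dose series; inconclusive means inhibition above the set first-screen limit but never retested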;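 further: fluorescence reports GDP produced by GAP-driven GTP hydrolysis; strong numbers were not always called active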
# LYP inhibition: inhibitors of LYP phosphatase, biochemical, fluorescence intensity, uHTS (AID 1779); Tyrosine-protein phosphatase non-receptor type 22 (Homo sapiens); recombinant LYP phosphatase, fluorescence intensity; higher % means a stronger effect; one-dose inhibition, % at 11.5 µM; IC50 in µM for titrated hits; actives 0.054% (n = 290,000); in the data active means inhibition above about 50%;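 further: plate controls were vehicle with enzyme for no effect and no enzyme for full effect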
# T cell modulator: modulators of CD8 T cell-vesicle binding, primary screen, mouse 2C CD8+ T cells, flow cytometry. AID 2052, 2009. 2C CD8+ T cell-vesicle binding; active compounds read low. calls only at 7 µM. actives 0.068% (n = 330,000);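 active means response, share of CD8 T cells binding vesicles, and their 90th percentile fluorescence all below set limits, cut at about 80% in these data, passing the limit was not always enough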
#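 Assay system – 2C mouse CD8+ T cells · Also added – QL9-loaded Drosophila micro-vesicles · Timing – Cell–vesicle co-incubation 1.5 h at 37 °C, staining 20 min on ice · Signal – flow cytometry of vesicle-bound cells · Measure – percent CD8+ FL2 mean versus row control · Controls – Peptide-free naked vesicles (low) and QL9 vesicles with 0.7% DMSO vehicle (high)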
# Hep lipid drop cells 6.5 µM: further read-out of Hep lipid drop, marked with its call; cell count; measured here: cell count, cytotoxicity flag;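 cells counted across two imaged fields per well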
# T cell modulator vesicle-bound %: second read-out of T cell modulator, no call of its own (marks repeat the call); double positive events, %; measured here: CD8+ vesicle-bound cell fraction;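 binding gate set so that unloaded-vesicle control wells show 10% double positive cells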
# NTR1 agonist cell count 20 µM: also measured in NTR1 agonist; calls as there; cell count; measured here: cell count, cytotoxicity flag
# * = called active by the depositor; i = inactive; u = inconclusive; x = not tested or not shown.
no.	Structure	Large T inhibition	Hep lipid drop	Hep lipid drop cells 6.5 µM	GPR55 beta-arrestin	GPR35 arrestin U2OS	NTR1 agonist	NTR1 agonist cell count 20 µM	GPR55 antagonists	Rac1 GTP hydrolysis	LYP inhibition	T cell modulator	T cell modulator vesicle-bound %
1	C#CCOCCOCCOCCNc1nc(N2CCN(C(=O)Cn3cc(CCCN=C(N)N)nn3)CC2)nc(N2CCN(C(=O)[C@H]([C@@H](C)CC)n3cc(CCC(=O)O)nn3)CC2)n1	13%	-8	733	-0.3%	-8%	-3.1	51	8%	10%	-2%	i	14
2	COc1ccc(N2C(=O)NC(=O)C2=O)cc1	2%	-18	801	-0.2%	2%	1.0	56	-8%	6%	-8%	i	40
3	N#CC1(c2ccccc2)CCC(NCCc2ccccc2)CC1 (centres undefined)	-2%	-3	796	-0.2%	-17%	-0.3	85	9%	26%	-11%	i	25
4	O=C(CCS(=O)(=O)c1cccs1)Nc1ccc(C(=O)NCc2ccc(F)cc2)cc1	-1%	1	754	0.2%	8%	1.0	89	-2%	8%	1%	i	7
5	CCn1nnc(NC(=O)c2ccccc2Br)n1	14%	-5	739	u	-17%	0.7	86	8%	6%	-9%	i	34
6	CC1CCN(C(=O)CSc2nnc(CNc3ccc(F)cc3)n2Cc2ccco2)CC1	16%	-4	762	0.2%	3%	0.3	63	-12%	14%	0%	i	60
7	CNC(=O)CS(=O)(=O)CC(=O)Nc1cc(OCCOC)c(Cl)cc1Cl	9%	4	703	-0.3%	-5%	-0.3	37	-3%	x	-5%	i	51
8	O=C(COC(=O)/C=C/c1ccc(C(F)(F)F)cc1)NCC1CCCO1 (centres undefined)	3%	x	x	x	x	0.5	53	x	2%	x	i	34
9	Cc1cc(C)c2c(=O)[nH]c(SCC(=O)N(C)C)nc2n1	-19%	x	x	-0.1%	3%	1.0	48	-4%	10%	-4%	i	39
10	CCCCNC(=O)NCC(=O)Nc1ccc(F)c(F)c1	10%	-6	752	0.0%	3%	2.5	55	-8%	9%	-3%	i	40
11	CC(=O)c1ccc(S(=O)(=O)NCc2ccc(C(=O)N(C)CC(=O)Nc3cccc(F)c3)cc2)cc1	12%	19	607	-0.2%	-9%	0.5	40	-14%	-1%	-6%	i	30
12	CNC(=S)NNC(=O)Cc1ccc(OC)cc1	8%	-6	740	0.3%	-14%	0.5	42	-2%	-8%	-10%	i	42
13	CCn1c(SCC(=O)c2ccc(Cl)cc2)nnc1-c1ccoc1C	3%	-13	604	1.0%	1%	6.2	37	7%	17%	5%	i	38
14	O=C(CSC1=Nc2ccccc2C2=NC(c3ccccc3)C(=O)N12)NCC1CCCO1 (centres undefined)	15%	1	825	-0.1%	-17%	-0.8	58	26%	7%	-3%	i	44
15	O=C(CC1NCCNC1=O)OCc1ccccc1 (centres undefined)	11%	14	750	-0.1%	1%	0.3	61	17%	9%	-5%	i	26
16	Cc1[nH]c2c(C)cccc2c1CCNC(=O)c1ccc2c(c1[N+](=O)[O-])C(=O)c1ccccc1C2=O	0%	x	x	0.2%	5%	3.7	58	12%	14%	12%	i	28
17	CNC(=S)N(Cc1ccc(OC)cc1)C1CC(=O)N(c2ccc(OC)cc2)C1=O (centres undefined)	6%	17	718	-0.2%	12%	0.2	43	-9%	6%	0%	i	52
18	Cc1ccc(C(C)NC(=S)NC2CCCCC2)cc1C (centres undefined)	-2%	-10	836	-0.1%	0%	1.2	59	-5%	7%	-1%	i	56
19	COC(=O)c1ccc(N2C(=O)C3C4C=CC(CC4)C3C2=O)cc1 (centres undefined)	-3%	-6	821	-0.3%	-19%	-0.7	53	10%	-2%	-4%	i	58
20	CCCSC1=C(C#N)C(c2cccs2)C(C(=O)Nc2ccccc2)=C(C)N1 (centres undefined)	-3%	54*	754*	1.0%	10%	1.1	53	26%	15%	7%	i	60
21	Cc1ccccc1NC(=O)CN1CCC(n2nnc3ccccc32)CC1	1%	x	x	-0.1%	8%	-0.3	88	21%	8%	-2%	i	44
22	COCCNC(=O)Cn1cnc2c(cnn2-c2ccc(OC)cc2)c1=O	7%	-14	401	0.8%	-14%	-0.8	81	-2%	3%	-8%	i	28
23	CCN(CC)CCCn1c2c(c(SCC(=O)Nc3cccc(C)c3C)nc1=O)CCC2	13%	x	x	x	x	-1.0	60	x	12%	x	i	34
24	COc1ccccc1NC(=O)CCc1nnc2ccc(N3CCCCC3)nn12	8%	11	725	-0.2%	-11%	2.2	74	5%	7%	-12%	i	17
25	O=C(CCCC(=O)NC1CCCCC1)Nc1ccc([N+](=O)[O-])cc1	11%	-5	782	-0.3%	5%	-0.7	54	9%	7%	1%	i	65
26	CC(Nc1cc(C)cc(C)c1)=[N+](C)CCNS(=O)(=O)c1ccc(Cl)cc1	-36%	-1	853	-0.1%	11%	1.3	60	10%	6%	-4%	i	11
27	N#CC1=C2SCN(Cc3ccco3)CN2C(=O)CC1c1cccc2ccccc12 (centres undefined)	24%	x	x	0.2%	-3%	2.0	67	6%	26%	30%	i	17
28	COc1ccc(Cl)cc1NC(=S)NCCc1ccc(S(N)(=O)=O)cc1	3%	-2	674	0.1%	-3%	0.6	37	4%	8%	-7%	i	27
29	Cc1ccc(/C(O)=C2\C(=O)C(=O)N(c3cc(C)on3)C2c2cccc(Cl)c2)cc1 (centres undefined)	18%	x	x	-0.1%	2%	-1.2	42	1%	14%	1%	i	36
30	Oc1cccc(C2c3[nH]c4ccccc4c3CCN2Cc2ccc3c(c2)CCO3)c1 (centres undefined)	11%	-10	680	0.2%	4%	20	42	11%	3%	2%	i	32
31	CCN(CC(=O)NCC1CCCO1)S(=O)(=O)c1ccc2ccccc2c1 (centres undefined)	0%	1	786	-0.3%	17%	-0.2	53	-5%	10%	-5%	i	66
32	COc1c(S(=O)(=O)N2CCN(C(=O)c3ccco3)CC2)ccc(Cl)c1Cl	5%	-2	858	0.3%	0%	-0.5	56	-1%	5%	-2%	i	42
33	O=C(NCC1CCCO1)c1cc2ccccc2cc1O (centres undefined)	38%	x	x	x	x	-0.4	55	x	10%	x	i	14
34	O=C(O)c1ccc(OC2CSC2)cc1	11%	x	x	-0.1%	6%	0.1	42	-30%	14%	-6%	i	44
35	NCCCCCc1cn([C@@H](CO)C(=O)NCCCCCCCCCCC(=O)N2CCNCC2)nn1	23%	x	x	x	x	5.5	96	x	7%	x	i	16
36	COc1cc(/C(C)=N/NC(=O)c2ccc(CSc3nncn3C)cc2)cc(OC)c1OC	20%	-2	769	-0.3%	11%	-2.7	54	5%	5%	-5%	i	32
37	COc1cc(NC(=O)CSc2nnnn2-c2ccccc2)cc(OC)c1OC	12%	16	646	-0.4%	4%	0.6	48	3%	12%	-4%	i	15
38	O=c1c2ccccc2n2c(-c3cccc(Cl)c3)nnc2n1Cc1ccccc1	1%	-6	632	-0.1%	-14%	2.9	42	-6%	2%	-2%	i	45
39	CCc1ccc(NC(=S)Nc2cccc3cnccc23)cc1	11%	-34	659	0.5%	-8%	3.3	70	1%	6%	-3%	i	49
40	O=C(Nc1ccccc1)N1CCn2c1nc1ccccc12	-2%	11	711	-0.1%	-3%	2.1	43	13%	11%	2%	i	53

# Seven compounds already listed, ordered by SMILES length, high to low.
no.	Structure	Large T inhibition	Hep lipid drop	Hep lipid drop cells 6.5 µM	GPR55 beta-arrestin	GPR35 arrestin U2OS	NTR1 agonist	NTR1 agonist cell count 20 µM	GPR55 antagonists	Rac1 GTP hydrolysis	LYP inhibition	T cell modulator	T cell modulator vesicle-bound %
35	NCCCCCc1cn([C@@H](CO)C(=O)NCCCCCCCCCCC(=O)N2CCNCC2)nn1	23%	x	x	x	x	5.5	96	x	7%	x	i	16
38	O=c1c2ccccc2n2c(-c3cccc(Cl)c3)nnc2n1Cc1ccccc1	1%	-6	632	-0.1%	-14%	2.9	42	-6%	2%	-2%	i	45
31	CCN(CC(=O)NCC1CCCO1)S(=O)(=O)c1ccc2ccccc2c1 (centres undefined)	0%	1	786	-0.3%	17%	-0.2	53	-5%	10%	-5%	i	66
37	COc1cc(NC(=O)CSc2nnnn2-c2ccccc2)cc(OC)c1OC	12%	16	646	-0.4%	4%	0.6	48	3%	12%	-4%	i	15
39	CCc1ccc(NC(=S)Nc2cccc3cnccc23)cc1	11%	-34	659	0.5%	-8%	3.3	70	1%	6%	-3%	i	49
40	O=C(Nc1ccccc1)N1CCn2c1nc1ccccc12	-2%	11	711	-0.1%	-3%	2.1	43	13%	11%	2%	i	53
33	O=C(NCC1CCCO1)c1cc2ccccc2cc1O (centres undefined)	38%	x	x	x	x	-0.4	55	x	10%	x	i	14
